Screens deposited in PubChem by several laboratories.
E coli Lon inh: inhibits E. coli Lon protease; P0A9M0; purified E. coli Lon protease, fluorescence polarization; inhibition, % at 7.94 µM; actives 0.42% (n = 360,000); in the data active = inhibition above about 13%, passing the limit was not always enough;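 also: 0% = enzyme with probe and DMSO and 100% = no enzyme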
Target sequence (P0A9M0 whole entry, looked up): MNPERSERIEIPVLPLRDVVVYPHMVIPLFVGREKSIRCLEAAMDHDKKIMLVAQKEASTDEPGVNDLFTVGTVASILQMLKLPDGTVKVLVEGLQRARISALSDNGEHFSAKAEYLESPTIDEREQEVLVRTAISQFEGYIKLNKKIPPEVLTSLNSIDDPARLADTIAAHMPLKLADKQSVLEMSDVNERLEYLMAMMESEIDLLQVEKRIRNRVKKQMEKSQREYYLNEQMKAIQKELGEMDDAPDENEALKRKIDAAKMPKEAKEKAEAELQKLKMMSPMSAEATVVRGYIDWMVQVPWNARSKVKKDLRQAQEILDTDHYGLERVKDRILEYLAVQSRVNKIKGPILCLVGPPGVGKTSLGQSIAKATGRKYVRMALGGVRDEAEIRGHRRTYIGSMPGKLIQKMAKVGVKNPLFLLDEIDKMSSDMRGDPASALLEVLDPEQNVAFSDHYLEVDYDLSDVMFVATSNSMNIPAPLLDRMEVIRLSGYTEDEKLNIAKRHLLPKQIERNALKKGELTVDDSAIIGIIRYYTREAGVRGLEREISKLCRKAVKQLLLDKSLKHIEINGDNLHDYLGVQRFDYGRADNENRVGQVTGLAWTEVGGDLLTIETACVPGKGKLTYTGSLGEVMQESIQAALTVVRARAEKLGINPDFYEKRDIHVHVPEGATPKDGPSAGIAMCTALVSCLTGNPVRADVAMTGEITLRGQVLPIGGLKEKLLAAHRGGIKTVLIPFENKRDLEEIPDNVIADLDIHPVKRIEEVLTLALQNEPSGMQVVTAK
bovine MsrA act: activates bovine MsrA enzyme. purified bovine MsrA, absorbance read-out. activation, % at 10.6 µM. actives 0.3% (n = 360,000); in the data active = activation above about 7.5%;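 also: 0% = vehicle and 100% = reference activator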
Neddylation inh: cullin neddylation inhibition. P61081+Q13564. TR-FRET cullin neddylation, biochemical. calls only at 25 µM. actives 0.58% (n = 360,000). AID 651699; in the data active = inhibition above about 36%
Rin1 Abl inh: human Rin1-Abl interaction inhibition; inhibition, % at 7.35 µM; actives 0.4% (n = 360,000); P00519+Q13671; TR-FRET Rin1/Abl binding, biochemical; in the data active = inhibition above about 5%, passing the limit was not always enough
MT1-MMP act inh: inhibitors of human MT1-MMP activation | P50281 | HT1080 RFP-PRO-GFP cells, GFP/RFP ratio fluorescence, overnight; percent of plate control window, DMSO zero | GFP/RFP ratio change, % at 20 µM | actives 0.061% (n = 360,000) | AID 651647;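 active = GFP/RFP ratio change of at least 30% with cell ATP level not reduced by more than half and red fluorescence within 50% of control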; also: strong numbers were not always called active
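Assay system – RFP-PRO-GFP reporter HT1080 cells · Compound dosing – single dose of 20 µM compound, 1% DMSO final · Incubation – overnight compound exposure at 37 °C · Measure – GFP/RFP fluorescence ratio · Benchmarks – DMSO wells and RFP-L50D-GFP cells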
CendR NRP1 mod: modulators of CendR peptide binding to human neuropilin-1; actives 0.85% (n = 360,000); O14786; inhibition, % at 25 µM; AID 602438; FAM-RPARPAR peptide binding to NRP-1, fluorescence polarization;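 active = inhibition or corrected inhibition above about 18%, plus a signal ratio from 0.5 to 1.5, limit read from the data, passing the limit was not always enough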; also: strong numbers were not always called active
SKN-1 block: inhibitors of C. elegans SKN-1; AID 624304; actives 0.49% (n = 360,000); inhibition, % at 21.8 µM; C. elegans VP596 Pgst-4::GFP/RFP ratio, acrylamide-induced, 24 h;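 active = interference check ratio from 0.5 to 1.5 plus GFP to RFP signal ratio inhibition reaching or exceeding a fixed threshold, cut at about 30% in these data, passing the limit was not always enough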; also: some compounds called inactive have numbers as strong as hits
MsrA inhibitor: inhibits bovine methionine sulfoxide reductase A; purified bovine MsrA, absorbance read-out; inhibition, % at 15.5 µM; actives 0.75% (n = 360,000); AID 651718; in the data active = inhibition above about 4.5%;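 also: 0% = vehicle wells with enzyme and 100% = reference inhibitor wells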
FAS TE block: blocks the thioesterase domain of human fatty acid synthase; inhibition, % at 15 µM; actives 0.67% (n = 360,000); recombinant FAS-TE, OMFH fluorogenic substrate, fluorescence endpoint; P49327;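 active = compounds whose normalised, plate-corrected inhibition of enzyme fluorescence in the single-dose primary screen is 50% or more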;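 also: 0% = DMSO with enzyme and 100% = substrate without enzyme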
* hit, by the source's call; i = inactive; . = no result given.

SMILES	E coli Lon inh	bovine MsrA act	Neddylation inh	Rin1 Abl inh	MT1-MMP act inh	CendR NRP1 mod	SKN-1 block	MsrA inhibitor	FAS TE block
CN1CCN(NC(=O)c2ccc(S(=O)(=O)N3CC4(C)CC3CC(C)(C)C4)cc2)CC1 (configuration not stated)	2.3	-9.0	i	-2.5	-1.1	-1.4	-4.6	-0.4	-5.7
COc1ccc(S(N)(=O)=O)cc1C(=O)OCC1CCCCC1	7.7	-0.8	i	1.9	0.0	0.8	4.5	0.0	1.9
COc1cc(NC(=O)c2cc3cccc(OC)c3o2)cc(C(=O)Nc2cccc(C(F)(F)F)c2)c1	-7.3	-4.0	i	2.3	-1.9	-3.8	9.4	0.1	20.8
COc1ccc(CC(=O)Nc2ccc(-c3noc(-c4ccc(Cl)cc4)n3)cc2)cc1	5.5	-3.1	i	-1.2	-4.6	-5.3	7.7	0.3	-6.7
Nc1ccc(C(=O)OCCCc2nc3cc4ccccc4cc3[nH]2)cc1	-2.9	-4.6	i	-4.7	7.4	8.5	7.0	0.7	-0.8
CCC(=O)Nc1nc(CC(=O)Nc2ccccc2OC)cs1	11.4	-3.7	i	0.6	2.7	-0.6	35.5*	1.8	-3.8
CC(C)[C@H](NC(=O)OCc1ccccc1)C(=O)OCC(=O)NCCc1ccccc1	2.3	-3.5	i	5.1	-0.7	-0.4	24.6	-0.9	5.5
Cc1nc2cc(NC(=O)NCc3ccco3)ccc2n1C	-1.8	-1.8	i	0.7	9.9	0.6	6.3	-0.3	-3.1
O=C(NCc1cc(F)ccc1F)C1CCC(=O)N(C2CCCCCC2)C1 (configuration not stated)	-0.4	-2.7	i	0.3	6.1	2.1	4.0	-0.7	-3.7
CC(C)(C)n1c(=O)[nH]c2c(c1=O)CCC2	0.3	0.6	i	-2.9	1.5	12.1	2.1	-0.5	-6.3
O=C(Nc1ccc(CN2CCS(=O)(=O)CC2)cc1)c1ccc(F)cc1	6.4	-1.6	i	1.2	0.7	11.3	8.3	-0.7	-2.1
CC(C)Cn1c(=O)c(C(=O)NCc2ccccn2)c(O)c2ccccc21	-14.4	-13.8	i	-0.9	6.1	1.5	-7.3	0.8	3.2
CC(C)C1C(=O)N(Cc2cn(CC3CCCCC3)nn2)CCS(=O)(=O)N1Cc1ccc(-c2ccc(Cl)nc2)cc1 (configuration not stated)	-4.6	0.7	i	-1.2	-0.3	9.5	1.0	0.3	13.1
CCOC(=O)c1c(/N=C/c2ccc(OC)cc2O)sc2c1CCN(C)C2	2.5	-8.9	i	-2.9	-6.7	-19.6	-0.6	-0.3	-4.7
CSc1ccc(CN2CCC(n3nccc3NC(=O)C3CCOC3)CC2)cc1 (configuration not stated)	-2.0	-1.4	i	-1.2	-0.6	13.0	20.1	-0.2	-3.7
COc1ccc(CN2CCCCC2C)cc1C (configuration not stated)	-14.2	1.6	i	2.5	0.0	12.8	14.8	0.3	-12.8

Whole records, looked up by structure. Values in the order: E coli Lon inh, bovine MsrA act, Neddylation inh, Rin1 Abl inh, MT1-MMP act inh, CendR NRP1 mod, SKN-1 block, MsrA inhibitor, FAS TE block
Results for CCOC(=O)c1c(/N=C/c2ccc(OC)cc2O)sc2c1CCN(C)C2 = 2.5, -8.9, i, -2.9, -6.7, -19.6, -0.6, -0.3, -4.7
Results for COc1ccc(CN2CCCCC2C)cc1C (configuration not stated) = -14.2, 1.6, i, 2.5, 0.0, 12.8, 14.8, 0.3, -12.8

Continued.
SMILES	E coli Lon inh	bovine MsrA act	Neddylation inh	Rin1 Abl inh	MT1-MMP act inh	CendR NRP1 mod	SKN-1 block	MsrA inhibitor	FAS TE block
O=C(N/C(=C/c1ccccc1Cl)C(=O)N1CCOCC1)c1ccccc1	-2.6	-3.1	i	-0.4	-0.3	0.0	0.9	-0.3	-8.8
COc1ccc(N(C(C)C(=O)NCCSCc2cccc(Cl)c2)S(C)(=O)=O)cc1 (configuration not stated)	9.5	-5.9	i	-3.7	3.5	7.3	10.7	-0.5	11.8
CCOC(=O)C1(C)CCN1C(=O)c1cc(OC)c(OC)c(OC)c1 (configuration not stated)	2.9	-5.7	i	-0.9	-0.9	2.8	5.0	-0.2	-10.6
CC1=C(C(=O)N2CCOCC2)CC(CC(=O)NCCc2ccccn2)C(=O)N1Cc1ccc(F)cc1 (configuration not stated)	-9.1	-2.8	i	-0.8	3.3	1.0	11.2	-0.5	-8.3
Cc1cccc(NC(=O)C2CCCN2C(=O)OCC(C)C)c1C (configuration not stated)	-4.3	-4.8	i	-3.2	-4.9	-2.0	-18.9	-0.3	-2.3
COc1ccc(NS(=O)(=O)c2ccc(F)c(Cl)c2)cn1	57.9*	-0.1	i	0.5	-12.6	3.5	10.1	0.5	1.3
O=C(OCC(=O)N1CCCC1)c1ccc(Cl)c([N+](=O)[O-])c1	-11.1	-1.1	i	-1.2	0.6	-2.6	7.7	0.4	4.8
Cc1ccnc(NC(=O)C2CCN(S(=O)(=O)c3ccc(Cl)c(C(F)(F)F)c3)CC2)c1	-7.5	-6.2	i	-0.7	0.2	0.8	27.7	0.0	17.3
O=C(CCC1CCCC1)N=C1SC2CS(=O)(=O)CC2N1Cc1ccccc1 (configuration not stated)	8.0	-0.5	i	-0.4	1.0	-27.5	0.2	0.5	5.7
N#CC1(NC(=O)COC(=O)C2CCN(S(=O)(=O)c3ccc4c(c3)OCCO4)CC2)CCCCC1	12.3	-6.6	i	2.1	-1.1	10.9	-16.8	-0.5	3.3
CC(C)C(NS(=O)(=O)c1cccc2nsnc12)C(=O)N1CCc2ccccc2C1 (configuration not stated)	0.8	-8.3	i	-1.3	-2.1	-1.4	-9.8	1.4	-8.0
CN1CCN(CC(O)COc2ccc(Cl)cc2)CC1 (configuration not stated)	3.9	-2.5	i	-2.5	-1.0	5.6	3.2	0.0	-10.6
COCCCNC(=O)CC(C)c1ccccc1 (configuration not stated)	-2.9	-3.4	i	1.0	2.1	-3.6	2.1	-1.0	-11.6
O=C(CSCCO)Nc1cc(C(F)(F)F)ccc1Cl	-0.4	-2.3	i	-0.5	-0.9	-13.6	0.4	0.7	-5.5
O=C(O)C1[C@H]2C(=O)N(C3CCCC3)C[C@]23C=C[C@H]1O3 (some centres not stated)	-1.5	0.8	i	-2.3	-2.2	2.4	10.1	-0.7	-9.6
CCCc1cc(=O)n2[nH]c(NCc3ccc(OC)c(OC)c3)nc2n1	4.8	-4.3	i	-0.4	-2.9	-6.7	4.5	0.1	-4.7
CN1CCN(S(=O)(=O)c2cccc(C(=O)Nc3nc(-c4ccccc4)cs3)c2)CC1	-5.0	0.5	i	5.1	5.3	-1.2	6.2	-0.6	16.0
COc1ccc(C(=O)COC(=O)c2ccc(N(C)C)cc2)cc1	-2.4	-9.7	i	-2.1	4.7	9.2	6.6	2.8	0.0
C/C(=C\c1ccccc1)CN1CCC(C(=O)N2CCCC(C)C2)CC1 (configuration not stated)	-2.3	-2.0	i	4.1	3.4	-6.3	-2.6	-0.5	8.2
N=c1c(C(=O)NCc2ccccc2)cc2c(=O)n3ccccc3nc2n1Cc1ccco1	-17.5	-1.9	.	-7.2	-10.7	-18.1	37.4*	-0.8	1.3
CCN1CCc2c(OCC(=O)Nc3ccc(C)cc3)cccc2C1=O	-8.5	-2.9	i	-3.4	2.0	-3.2	10.2	1.5	-2.5
Cc1ccc(OCC(=O)Nc2ccc(S(=O)(=O)N3CCOCC3)cc2)c(Br)c1	-6.4	-12.4	i	2.2	7.4	3.3	-11.1	0.3	15.4
NS(=O)(=O)c1cc(C(=O)NNC(=O)c2ccc3c(c2)OCO3)ccc1Cl	-13.0	0.8	i	-0.2	1.9	28.1*	2.9	0.2	-3.9
CCOc1ccccc1N(C)C(=O)Cn1ncc2c([nH]c3ccc(C)cc32)c1=O	1.4	-9.4	i	-4.0	0.5	1.1	-8.9	0.4	0.1
O=C1C(Sc2ccccc2)=C[C@@]2(O)CC[C@@H](O)[C@]1(Sc1ccccc1)[C@H]2O	-3.1	-3.3	i	.	1.1	0.7	1.6	0.6	-11.5
C=CC[C@@H](CC(=O)N[C@H](CO)Cc1ccccc1)C(=O)N[C@H](COC(=O)[C@@H](CC=C)CC(=O)OC(C)(C)C)Cc1c[nH]c2ccccc12	4.8	-12.6	i	4.4	5.4	26.7*	-11.5	0.9	18.7
CCc1nc2ccc(C(=O)N3CCN(C(C)=O)CC3)cn2c1N(CCC(C)C)CCN(C)C	-6.7	-0.3	i	1.6	-1.6	-1.6	7.3	0.7	-9.5
O=C(NCC1CCCCC1)c1ccc2sc([C@H]3C[C@H](O)[C@@H](CO)O3)nc2c1	-4.6	-4.5	i	-3.4	2.1	0.3	-2.1	-0.3	-10.4
Cc1ccc(-c2csc(C(O)c3ccc(F)cc3)n2)cc1C (configuration not stated)	8.6	-8.8	i	-1.6	1.7	-16.2	0.9	-0.7	19.2
CC[C@@]1(c2ccccc2)C(=O)N(C(=O)OC)N1C(=O)OC	7.0	-0.3	i	1.8	8.6	13.6	7.9	-0.2	33.1
C#CCOCCOCCOCCNc1nc(N2CCN(C(=O)[C@H](C)n3cc(CCC(=O)O)nn3)CC2)nc(N2CCN(C(=O)[C@H](Cc3ccc(O)cc3)n3cc(CCO)nn3)CC2)n1	10.5	-2.2	i	2.2	2.4	19.0	0.3	-1.0	-14.2
Cc1cccc(C)c1NC(=O)CNC(=O)C(NC(=O)c1ccc(C(C)(C)C)cc1)C(C)C (configuration not stated)	-1.7	-3.0	i	2.2	-5.7	-10.9	2.5	-1.5	-7.4
CN1C[C@@H]2C[C@@H](c3ccc(C#CC(C)(C)O)s3)N3CCC[C@@]23C1=O	7.6	-9.3	i	1.0	-0.8	-17.9	4.5	1.5	-11.3
CCC1=C(c2ccc(OC)cc2)CCC(C(=O)O)C1C (configuration not stated)	-7.5	0.1	i	2.8	4.1	-25.6	-14.1	-0.8	-6.0
CCCCn1c(N)c(N(CC)C(=O)c2ccc(C#N)cc2)c(=O)[nH]c1=O	0.1	-2.2	i	1.6	1.0	-7.9	1.2	1.3	-3.8
O=C(c1ccc([N+](=O)[O-])cc1)N1C=CC(C(F)(F)F)=NCC1	-1.5	-9.5	i	-0.1	-0.1	2.5	-9.9	1.4	-6.0
NNC(=O)C1C(O)CCC2CN3CCc4c([nH]c5ccccc45)C3CC21 (configuration not stated)	5.4	-2.3	i	-1.1	-58.4	-1.2	10.0	1.0	-4.9
Cn1cnnc1SCCC(=O)Nc1ccc(Cl)cc1	-1.7	0.5	i	2.7	-2.0	4.1	11.8	0.8	-4.6
Cc1ccccc1Cn1c(C)c(C(=O)NCc2cccc(Cl)c2)sc1=O	-4.1	-5.6	i	3.0	8.7	-16.4	-4.2	-0.8	19.6
O=S(=O)(Cc1cc(Cl)nc(-c2ccccc2)n1)c1ccccc1	-5.6	-1.2	i	-4.2	9.6	-1.4	0.2	0.1	23.9
CC1CCN(CCCn2c(SCC(=O)NC3CCCC3)nc3ccccc3c2=O)CC1	3.3	-3.1	i	1.4	1.2	8.6	-1.1	0.7	-2.9

Gathered by group, the entries above with a CF3 group (four)
SMILES	E coli Lon inh	bovine MsrA act	Neddylation inh	Rin1 Abl inh	MT1-MMP act inh	CendR NRP1 mod	SKN-1 block	MsrA inhibitor	FAS TE block
COc1cc(NC(=O)c2cc3cccc(OC)c3o2)cc(C(=O)Nc2cccc(C(F)(F)F)c2)c1	-7.3	-4.0	i	2.3	-1.9	-3.8	9.4	0.1	20.8
Cc1ccnc(NC(=O)C2CCN(S(=O)(=O)c3ccc(Cl)c(C(F)(F)F)c3)CC2)c1	-7.5	-6.2	i	-0.7	0.2	0.8	27.7	0.0	17.3
O=C(CSCCO)Nc1cc(C(F)(F)F)ccc1Cl	-0.4	-2.3	i	-0.5	-0.9	-13.6	0.4	0.7	-5.5
O=C(c1ccc([N+](=O)[O-])cc1)N1C=CC(C(F)(F)F)=NCC1	-1.5	-9.5	i	-0.1	-0.1	2.5	-9.9	1.4	-6.0
